Source: PubChem
IMPase cell inh: membrane-permeable compound that blocks inositol monophosphatase | P97697 | CHO-M1 cells, IP1 accumulation, HTRF TR-FRET ratio | inhibition (IP1 accumulation), % at 46.1 µM | 120,000 tested, under 10 active | AID 901; active = well fitted curve in the direction sought with a large enough effect in the signal ratio, not every such curve was filed as active; inconclusive = small, poorly fitted or top-dose-only effect, or a change in a side signal; inactive = no such curve, though single readings can be large or run the other way; the % refers to the signal ratio;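 note: cells stimulated with carbachol in lithium chloride buffer; plate controls were DMSO basal wells for no effect and reference inhibitor wells for full effect; higher means more IMPase inhibition seen as more IP1 and lower FRET ratio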
Target sequence (P97697 whole entry, looked up): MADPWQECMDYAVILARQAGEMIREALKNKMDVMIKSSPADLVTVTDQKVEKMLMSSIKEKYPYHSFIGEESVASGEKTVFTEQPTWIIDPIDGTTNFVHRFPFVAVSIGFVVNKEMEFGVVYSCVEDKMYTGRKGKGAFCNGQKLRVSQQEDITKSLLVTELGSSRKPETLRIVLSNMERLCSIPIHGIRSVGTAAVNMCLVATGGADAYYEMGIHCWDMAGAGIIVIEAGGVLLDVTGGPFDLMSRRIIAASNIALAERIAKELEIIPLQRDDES
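Measured: the HTRF emission ratio (665/620 nm) plus the 620 nm donor channel, each fitted to the Hill equation to give AC50. Cells were CHO-M1 given compounds up to 46 uM and a 30 min carbachol stimulation at 37C.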
ALOX12 inhib: inhibitors of human 12-lipoxygenase (ALOX12) | P18054 | AID 1452 | purified 12-hLO, xylenol orange hydroperoxide absorbance | hit rate 0.12% among 150,000 | Potency, µM (top dose mostly 57.1 µM), inactives show at the highest dose activity change, negative = inhibition, most hits filed as inhibitors; note: potency is the fitted concentration of half-maximal effect; nearly all actives have a fitted effect of over 55% in size; many of its hits are not listed in these tables
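Lipoxygenase turnover measured by absorbance at 573 and 405 nm after Fe-XO development. Human 12hLO 150 nM, arachidonate 40 uM, pH 7.0 Hepes buffer with detergent; 15 min compound preincubation, 30 min reaction.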
ALOX15B inhib: blocks human 15-lipoxygenase 2 activity; O15296; purified 15hLO-2, xylenol orange hydroperoxide absorbance; Potency, µM (series often up to 57.1 µM), without a hit: at the highest dose activity change, negative = inhibition, actives largely listed as inhibitors; hit rate 0.56% among 110,000; AID 881; note: potency is the fitted concentration of half-maximal effect; nearly all actives have a fitted effect of over 60% in size; many of its hits are not listed in these tables
Target sequence (O15296 whole entry, looked up): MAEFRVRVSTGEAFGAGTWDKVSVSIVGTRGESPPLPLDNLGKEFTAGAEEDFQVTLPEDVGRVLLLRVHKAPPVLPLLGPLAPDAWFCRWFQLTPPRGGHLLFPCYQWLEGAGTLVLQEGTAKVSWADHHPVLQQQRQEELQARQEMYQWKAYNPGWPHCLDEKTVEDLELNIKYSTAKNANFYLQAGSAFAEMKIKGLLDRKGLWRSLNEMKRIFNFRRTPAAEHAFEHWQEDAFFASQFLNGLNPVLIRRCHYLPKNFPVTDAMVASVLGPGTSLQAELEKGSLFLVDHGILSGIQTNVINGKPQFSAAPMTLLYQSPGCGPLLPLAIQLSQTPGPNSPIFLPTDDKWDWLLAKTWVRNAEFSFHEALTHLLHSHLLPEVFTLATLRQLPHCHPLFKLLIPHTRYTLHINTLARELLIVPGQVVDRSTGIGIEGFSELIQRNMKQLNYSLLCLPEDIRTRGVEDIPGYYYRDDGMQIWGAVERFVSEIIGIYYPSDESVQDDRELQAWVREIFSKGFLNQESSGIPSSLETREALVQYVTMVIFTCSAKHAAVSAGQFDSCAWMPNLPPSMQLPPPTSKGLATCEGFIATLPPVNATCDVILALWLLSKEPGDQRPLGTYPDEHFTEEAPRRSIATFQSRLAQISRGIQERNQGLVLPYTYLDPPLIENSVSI
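Purified human 15hLO-2 (50 nM) preincubated 15 min with compound, then 45 uM arachidonic acid for 90 min at RT in 25 mM Hepes pH 7.5, 0.01% Triton X-100. Hydroperoxide detected by Fe-xylenol orange; 573/405 nm absorbance ratio.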
PNC inhibitor: blocks assembly of the perinucleolar compartment; PC3M PTB-GFP, PNC prevalence imaging, 16 h; active compounds read low; activity change (PNC), negative = inhibition, % at 10 µM; hit rate 3.1% among 140,000; AID 2417;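 active = readout at or below -70, meaning at least 70% loss of cells showing the perinucleolar compartment, a nuclear body marking cancer cells; inconclusive = readout between -30 and a set limit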;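 note: plate controls were DMSO wells for no effect and camptothecin positive control wells for full effect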
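Read-out is percentage of cells bearing a perinucleolar compartment, from automated 20x imaging of fixed, Hoechst-stained PC3M PTB-GFP cells. Cells were seeded 4 h, then exposed 16 h to compound (23 nl of library stock) in duplicate plates.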
An asterisk follows results filed as active; ? = inconclusive; . = no result given; [ ] = remark or other dose. Unless noted, calls come from the whole dose curve; as a rule, active = well fitted curve in the direction sought with a large enough effect; inconclusive = small, poorly fitted or top-dose-only effect, or another doubt; inactive = no such curve, though single readings can be large; an effect the other way counts as inactive or inconclusive. Unless noted, % is set by controls: 0 for no effect and ±100 for the full control effect.

Compound	PNC inhibitor	IMPase cell inh	ALOX12 inhib	ALOX15B inhib
CN1CCN(c2nc(-c3ccco3)cc(C(F)(F)F)n2)CC1	-23	16	4%	17%
Cc1cccc(N2CCN(C(=O)c3ccc4ncsc4c3)CC2)c1C	?	8	-3%	-21%
COc1ccc(N=Cc2nc(-c3ccco3)oc2O)cc1	-1	9	-15%	.
NC(=O)C1CCN(C(=O)/C=C/c2ccco2)CC1	-3	.	0%	.
Cc1c(O)c(O)cc2c1oc1c3ccccc3oc(=O)c21	.	.	-15%	?
CC(/C=N/NC(=O)Cc1cccn1C)=C\c1ccccc1	49	.	-4%	.
O=CN[C@@H](Cc1cnc[nH]1)C(=O)O	.	.	9%[11.4 µM]	-3%[11.4 µM]
COc1cccc(-c2nnc(SCC(=O)Nc3ccc(OC)c(OC)c3)n2N)c1	-5	3	-2%	0%
CCc1cc2c(=O)c(Oc3ccccc3)c(C)oc2cc1O	48	0	-10%	-10%
O=C(COc1ccc(S(=O)(=O)NCc2ccccc2)cc1)N1CCOCC1	?	2	-3%	.

Given with two lines to a compound: part of the list above
Second line of a record – PNC inhibitor, IMPase cell inh, ALOX12 inhib, ALOX15B inhib
- CCc1cc2c(=O)c(Oc3ccccc3)c(C)oc2cc1O
 : 48, 0, -10%, -10%
- O=C(COc1ccc(S(=O)(=O)NCc2ccccc2)cc1)N1CCOCC1
 : ?, 2, -3%, .

Continued:
Compound	PNC inhibitor	IMPase cell inh	ALOX12 inhib	ALOX15B inhib
O=C(CSc1nc2ccccc2o1)N1CCN(c2ccccc2)CC1	-27	6	-6%	5%
CCSC1=C(C#N)C2(CCCC2)C(C#N)=C(N)N1	-81*	-9	-7%	-28%
CC1CCN(C(=O)CSc2nnc(CN3CCOCC3)n2-c2ccccc2)CC1	?	14	-8%	-4%
O=C(c1ccncc1)N1CCC[C@@]2(CCN(c3ccncc3)C2)C1	.	.	-1%	-5%
Cc1[nH]c(=O)[nH]c(=O)c1S(=O)(=O)N1CCN(c2ccccc2F)CC1	?	-12[1.84 µM]	-2%	12%[11.4 µM]
CCNS(=O)(=O)c1ccc(NC(=O)c2ccc(Cn3cc(Br)cn3)o2)cc1	50	.	-2%	.
Cc1ccc2cc(CCNC(=O)C(C)(C)C)c(=O)[nH]c2c1	-24	1	0%	-1%
O=C(NC1CCCCC1)N1CCC(c2nc(-c3ccc(S(=O)(=O)N4CCCC4)cc3)no2)CC1	16	0	-1%	-4%
Cc1ccc2c(c1)N(CCCC(=O)NCc1cccnc1)C(=O)CO2	16	.	2%	.
COc1ccc(N2CCN(Cc3nc4ccccc4n3C)CC2)cc1	4	.	-2%	.
CC(C)Cn1c(=O)c(C(=O)N/N=C/c2cccc(F)c2)c(O)c2ccccc21	44	.	5%	.
CCOC(=O)c1cn(CC)c2ccc(Br)cc2c1=O	17	?	-4%	-1%
Cc1ccc(CC(=O)Nc2nc3ccccc3[nH]2)cc1C	-14	0	-2%	33%[activator]
Cn1c(CN2CCCC2)nc2cc(NC(=O)c3cccs3)ccc21	54	.	5%	.
Cn1cccc1C(=O)Nc1nccs1	?	?	-5%	-3%
O=C(NCCOc1ccc(Cl)cc1)C1CC(=O)N(c2ccc(F)cc2)C1 (stereo not drawn)	36	1	-4%	7%
CC(=O)C1=C(C)Nc2cc(C(F)(F)F)ccc2S1	33	-1	-6%	?
c1ccc(CN2CCN(c3ncnc4nc[nH]c34)CC2)cc1	?	-4	-5%	-1%
Cc1cc(=O)oc2cc(OCC(=O)OCC(=O)NCc3ccc4c(c3)OCO4)ccc12	-27	-2	-8%	0%
O=C(CN(Cc1ccco1)C(=O)CNS(=O)(=O)c1ccccc1)NCc1ccc(F)cc1	?	0	6%	0%
COc1ccc(CSCC(=O)N/N=C/c2ccc(OCC(=O)N3CCCCC3)cc2)cc1	42	0	-5%	3%
Cn1c(=O)c2[nH]c(COCc3nc4c([nH]3)c(=O)n(C)c(=O)n4C)nc2n(C)c1=O	.	.	2%[11.4 µM]	-9%[11.4 µM]
COc1ccc(N2CCN(C(=O)c3c(C)nn(-c4ccccc4)c3C)CC2)cc1	-27	.	1%	.
O=S(=O)(c1ccc(F)cc1)N1CCN(C(=S)NC2CCCC2)CC1	-19	.	-10%	.
Cc1ccc2c(nc3s/c(=C/c4cccs4)c(=O)n32)c1C	7	-3	-3%	-13%
OCCn1c(-c2ccccc2)csc1=Nc1ccccc1	14	.	-1%	.
Cc1ccc(C(=O)Nc2ccc3nc(C)sc3c2)s1	13	-7	1%	3%
CC(C)(Oc1ccc(-c2cccc3ccccc23)cc1)C(=O)O	.	.	10%[11.4 µM]	-8%[11.4 µM]
COc1ccc(CNC(=O)c2csc(Cc3ccc(OC)cc3)n2)cc1	30	-3	-4%	-1%
COC(=O)c1sc(NC(=O)c2ccoc2C)nc1C	3	-9	-3%	.
C=CCOC(=O)C1=C(C)Nc2ncnn2C1c1cccs1 (stereo not drawn)	?	-1	5%	-2%
CN(C)c1ccc(P(=O)(OCc2ccccc2)C(O)c2cccnc2)cc1 (stereo not drawn)	30	-5	-1%	-4%
Cc1sc(NC(=O)c2ccco2)c(C(c2ccncc2)N2CCOCC2)c1C (stereo not drawn)	?	?	-5%	-2%
COc1ccc(NC(=O)C(NC(=O)CNC(C)=O)c2ccc(C)cc2)cc1 (stereo not drawn)	-18	5	5%	-1%
COc1ccc(NC(=O)C2CC(=O)N(c3cccc(C)c3C)C2)cc1 (stereo not drawn)	-28	?	1%	-4%
COc1ccc(OCC(O)Cn2c(Br)nc3c2c(=O)[nH]c(=O)n3C)cc1 (stereo not drawn)	20	8	0%	1%
CCCC(=O)n1nc(-c2ccco2)nc1N	-9	-4	-4%	1%
C/C(=C\C(=O)c1ccc(Br)cc1)NCc1ccc(C)cc1	18	9	-1%	3%
C=CCn1c(N)c(C(=O)NCC2CCCO2)c2nc3ccccc3nc21 (stereo not drawn)	?	-3	-13%	3%
CCCC(=O)Nc1cccc(S(=O)(=O)N(C)c2ccccc2)c1	135	.	-2%	.
Cc1ccc(C(=O)COC(=O)CCCC(=O)NC2CCCCC2)cc1[N+](=O)[O-]	17	.	-1%	.
COc1ccc(-n2c(Cc3cc(=O)[nH]c(=O)[nH]3)nnc2SCc2ccccc2)cc1	6	2	3%	-18%
COc1ccc(CNC(=O)CSCc2cnn(-c3ccccc3)c2-n2cccc2)cc1	16	8	-2%	-3%
CC(C)(C)C(=O)O/N=C1/C(=O)N(c2ccccc2)c2ccccc21	42	-2	4%	-10%
O=C1/C(=C/c2ccc([N+](=O)[O-])cc2)C=C(c2ccccc2)N1c1ccccc1	10	?	-8%	-22%
Cc1nc([N+](=O)[O-])cn1-c1ccc(N)cc1	?	-11	4%	.
Cc1ccc(C)n1NC(=O)c1ccccc1Cl	-20	1	-6%	-19%
O=C(NNCC(O)COc1ccccc1)c1ccccc1 (stereo not drawn)	54	.	1%	.
CCCCn1c(=O)c(C(=O)OCC)c(O)c2ccccc21	-12	-16	-14%	5%
COc1cc2c(cc1OC)CN(CC(=O)Nc1ccc(C#N)cc1)CC2	-20	6	-7%	5%

Next part
Compound	PNC inhibitor	IMPase cell inh	ALOX12 inhib	ALOX15B inhib
Cc1ccc2nsnc2c1NC(=O)c1ccccc1[N+](=O)[O-]	-1	.	2%	.
O=C(NC1CCCCC1)NC1CC2CCCC(C1)N2C1CCCC1 (stereo not drawn)	49	5	3%	31%[activator]
COC(=O)c1cn(C(=O)OC)c2ccccc12	19	-1	12%	2%
Cc1nn(C(=O)c2cccnc2)c(C)c1C	?	5	-3%	-11%
Cc1nnc(NC(=O)Nc2cccc(Cl)c2)s1	0	17	1%	2%
CN(C)CCOc1ccccc1C(C)(C)C	1	8	-2%	6%
O=C(NCc1ccccc1Cl)C1CCCN(S(=O)(=O)c2cnc[nH]2)C1 (stereo not drawn)	-10	0	1%	4%
CCOC(=O)COc1cc(OCC(=O)OCC)c2c(=O)cc(-c3ccccc3)oc2c1	-26	5	-1%	-7%
O=C(O)c1ccc(NS(=O)(=O)c2cc(C(=O)O)ccc2Br)cc1	25	7	-3%	0%
CNS(=O)(=O)c1cc(C(=O)OCC(=O)NC2CCCc3ccccc32)ccc1Cl (stereo not drawn)	43	.	-5%	.
Cc1onc(-c2c(F)cccc2Cl)c1C(=O)Nc1nnc(C2CC2)s1	40	6	-4%	-12%
CCOC(=O)CSc1n[nH]c(-c2ccco2)n1	24	6	-2%	-2%
Cc1ccc(/C=N/NC(=O)CSc2nnc(-c3ccccc3)n2-c2ccc(Cl)cc2)o1	?	8	0%	.
O=C(CN1C(=O)COc2ccccc21)N1CCN(c2ccccc2F)CC1	43	9	-2%	-8%
CCN(CC)S(=O)(=O)c1ccccc1/C=N\O	22	-4	0%	0%
CCCCOc1ccc(CN2CCC(O)CC2)cc1	-100*	13	3%	-14%
Cc1ccccc1-c1nc(-n2ccnc2)c2ccccc2n1	.	.	7%	52%[activator]
O=C1c2ccccc2C(=O)N1CCc1csc(-c2cccc(Cl)c2)n1	?	4	5%	9%
NC(=O)[C@@H]1CCCNc2c(F)cc([N+](=O)[O-])cc2C(=O)N[C@@H](CCC(=O)O)C(=O)N[C@@H](CO)C(=O)N1	52	.	-1%	.
CC1(C)CC[C@]2(C(=O)O)CC[C@@]3(C)C(=CCC4[C@@]5(C)CCC(O)[C@@](C)(CO)C5CC[C@@]43C)C2C1 (stereo partly drawn)	.	.	2%	-20%
CCn1c(SCC(=O)c2cc(C)ccc2C)nc2cc(S(=O)(=O)N3CCOCC3)ccc21	?	.	-1%	.
Cc1cc(C(=O)CN2C(=O)NC(C)(c3ccccc3)C2=O)c(C)n1CC1CCCO1 (stereo not drawn)	-3	9	-2%	.
O=C(CSc1nnc(CCCOc2ccc(Cl)cc2Cl)o1)Nc1ccc(C(=O)O)cc1	-86*	.	4%	.
CCOC(=O)/C=C1\SCC(=O)N1CC(=O)NC(C)C	2	-15	0%	2%
COCC(C)NC(=O)CSc1nc(-c2ccccc2)c(-c2ccccc2)o1 (stereo not drawn)	17	2	5%	3%
Nc1nncn1C(=O)CCCOc1ccccc1	58	2	2%	9%
Cc1cccc(NC(=S)N2CCN(Cc3ccccc3)CC2)c1C	?	21	-3%	.
O=C(COC(=O)CC1CCCC1)Nc1cc2c(cc1Cl)C(=O)c1ccccc1C2=O	1	-9	-1%	-26%
CC(=O)NCC(=O)OCC(=O)c1ccc(Br)cc1	9	.	-2%	.
Cc1ccc(CNC(=O)/C=C/c2ccccc2Cl)cc1	37	0	1%	-6%
CC1=NN(c2nc(-c3ccccc3)cs2)C(=O)C1	-18	-8	-1%	20%
CCOC(=O)c1nn(-c2cccc(OC)c2)c2nc(Nc3ccccc3)cc(=O)n12	?	.	1%	.
Cc1cc(C)n(Cc2ccccc2Cl)n1	37	12	-7%	-4%
CCC(=O)Nc1cc(C(=O)OCC(=O)c2ccccc2)ccc1C	-20	.	-1%	.
CC(C)n1c(SCC(=O)Nc2ccccc2N2CCCCC2)nc2c1c(=O)n(C)c(=O)n2C	-24	2	-3%	1%
O=C(CN1CCOc2ccccc21)NCc1ccco1	-106*	1	-10%	-20%
O=C(NNc1ccccn1)C(=O)NNS(=O)(=O)c1ccc(Cl)cc1	11	6	-4%	53%[activator]
CCOc1nc(C)ccc1-c1noc(-c2ccncc2)n1	-20	?	-4%	.
CCOc1ccc2nc(SC3CC(=O)N(c4ccccc4)C3=O)sc2c1 (stereo not drawn)	9	12	-3%	-1%
